NSD2 inh = NSD2 histone methyltransferase inhibitors, primary screen, biochemical, AlphaScreen, single concentration, set 2; Histone-lysine N-methyltransferase NSD2 (Homo sapiens), O96028; NSD2 peptide methylation, 120 min; inhibition, % at 12.5 µM; 310,000 compounds, 0.54% hits; AID 743445, 2014; in the data active = inhibition above about 50%
dFosB act = activators of delta FosB homodimer, primary screen, biochemical, fluorescence polarization, TAMRA-CDK5 oligo, single point. purified delta FosB; percent of positive-control signal above neutral wells. activation, % at 25 µM. 340,000 compounds, 0.99% hits. AID 493131, 2011;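 active = mean activation above about 17%, with every replicate also reaching it, limit read from the data, passing the limit was not always enough; inconclusive = only one of the two conditions met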;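 note: fluorescence polarization rise as delta FosB binds a TAMRA Cdk5 AP-1 oligo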
Target sequence (P13346 whole entry, looked up): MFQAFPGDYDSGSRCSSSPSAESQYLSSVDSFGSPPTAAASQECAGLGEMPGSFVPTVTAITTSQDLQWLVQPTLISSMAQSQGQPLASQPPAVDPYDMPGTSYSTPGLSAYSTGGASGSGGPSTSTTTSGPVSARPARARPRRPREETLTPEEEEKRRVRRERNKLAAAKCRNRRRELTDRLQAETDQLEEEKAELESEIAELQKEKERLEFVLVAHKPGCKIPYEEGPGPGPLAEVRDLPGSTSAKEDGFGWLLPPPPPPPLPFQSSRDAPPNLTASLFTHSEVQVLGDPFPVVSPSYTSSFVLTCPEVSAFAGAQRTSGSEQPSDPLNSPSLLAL
PvdQ acylase = P. aeruginosa PvdQ acylase inhibitors, primary screen, biochemical, fluorescence, plate reader and imaging, single point; PvdQ acylase [Pseudomonas aeruginosa LESB58]; 340,000 compounds, 0.063% hits; purified PvdQ acylase; AID 488965, 2010; inhibition, % at 10 µM; in the data active = inhibition above about 30%, passing the limit was not always enough; inconclusive = no clear call, values can overlap the other calls;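 note: 0% = vehicle neutral wells and 100% = reference inhibitor wells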
Rtt109 Vps75 = inhibitors of C. albicans Rtt109/Vps75 HAT, primary screen, biochemical, ThioGlo CoA-SH fluorescence, plate reader; Histone acetyltransferase RTT109 (Candida albicans (strain SC5314 / ATCC MYA-2876)), …; purified Rtt109/Vps75, 4 h; inhibition, % at 34.9 µM; 330,000 compounds, 0.16% hits; AID 540336, 2011;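 active = inhibition of at least 50% in every replicate; inconclusive = best replicate reaches 50% inhibition but some replicates fall short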
Target sequence (Q5AAJ8 whole entry, looked up): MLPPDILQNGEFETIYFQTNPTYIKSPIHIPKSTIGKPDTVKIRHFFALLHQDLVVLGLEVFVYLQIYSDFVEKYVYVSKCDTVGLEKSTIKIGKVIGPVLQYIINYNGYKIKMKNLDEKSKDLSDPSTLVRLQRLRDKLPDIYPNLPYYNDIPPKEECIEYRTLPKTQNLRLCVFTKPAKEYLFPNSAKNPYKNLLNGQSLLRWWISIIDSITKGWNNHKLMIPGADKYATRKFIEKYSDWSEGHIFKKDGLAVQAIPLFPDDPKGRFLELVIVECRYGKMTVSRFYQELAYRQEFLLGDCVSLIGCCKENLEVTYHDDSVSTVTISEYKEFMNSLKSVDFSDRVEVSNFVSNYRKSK
MITF TRPM1 HTS = activators of MITF-driven TRPM1 promoter reporter, primary screen, cell-based, SK-MEL-5, luciferase, single point | 300,000 compounds, 0.75% hits | SK-MEL-5 TRPM1-promoter luciferase, 24 h; % of positive control, neutral wells = 0 | AID 588334, 2011 | activation, % at 12.5 µM;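 active = mean activation of at least 80% with every replicate also reaching 80%; inconclusive = mean reaches 80% but some replicate falls short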;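 note: 0% = neutral control wells and 100% = parthenolide positive control wells; values of inactives mirror those of a sister screen read the other way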
CAL PDZ FP-1 = CAL PDZ peptide-binding inhibitors, primary screen, biochemical, fluorescence polarization, Cer-tagged CAL PDZ, HTS. Golgi-associated PDZ and coiled-coil motif-containing protein (Homo sapiens), Q9HD26. AID 504414, 2011. purified CAL PDZ, TMR-peptide fluorescence polarization, 1 h. 330,000 compounds, 0.02% hits. inhibition, % at 20 µM;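 active = highest replicate inhibition of at least 40%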;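 note: plate controls were DMSO neutral control wells for no effect and unlabeled competitor peptide control wells for full effect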
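Read-out basis: mP drop reported as inhibition | Assay system: Tagged CAL PDZ protein CerCALP, purified | Benchmarks: Unlabelled peptide for full inhibition, DMSO wells as neutral | Schedule: 1 h incubation at room temperature before polarization reading | Buffer or medium: Sodium phosphate/NaCl buffer pH 7.4 with TCEP, IgG, Thesit | Doses: Single point, 20 µM | Measured by: Fluorescence polarization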
PfHsp90 set2 = growth inhibition of PfHsp90-expressing yeast, primary screen, antimalarial PfHsp90 inhibitor project, S. cerevisiae, BacTiter-Glo luminescence, single point, set 2. AID 504621, 2011. inhibition, % at 9.4 µM. BacTiter-Glo ATP, 48 h; yeast lacking PDR1 and PDR3 efflux regulators. 310,000 compounds, 0.32% hits;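 active = every replicate shows inhibition above about 80%, whatever the replicate mean, limit read from the data; inconclusive = mean inhibition reaches the set limit but some replicate falls short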;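 note: 0% = DMSO neutral controls and 100% = 20 µM radicicol positive controls; yeast relying on Plasmodium falciparum Hsp90 in place of its own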
SR-BI DiI inh = inhibitors of SR-BI mediated HDL lipid uptake, primary screen, ldlA[mSR-BI] cells, fluorescence, single point | inhibition, % at 12.5 µM | Scavenger receptor class B member 1 (Mus musculus), Q61009 | ldlA[mSR-BI] CHO cells, DiI-HDL uptake fluorescence, 3 h | 320,000 compounds, 0.96% hits;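 active = mean replicate inhibition of at least 70% and a set share of replicates each scoring 70 or more; inconclusive = meets just one of the two criteria; inactive = fails both criteria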;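 note: 0% = median of neutral control wells and 100% = median of positive control wells; values of inactives mirror those of a sister screen read the other way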
CAL PDZ FP-2 = untagged CAL PDZ binding inhibitors, primary screen, biochemical, fluorescence polarization, HTS. Golgi-associated PDZ and coiled-coil motif-containing protein (Homo sapiens), Q9HD26. 300,000 compounds, 0.92% hits. AID 602252, 2012. purified CAL PDZ, TMR-peptide fluorescence polarization, 1 h. inhibition, % at 24.9 µM;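 active = mean inhibition of at least 30% with at least half of replicates also reaching 30%; inconclusive = no clear call, values can overlap the other calls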;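 note: 0% = DMSO neutral control and 100% = excess unlabeled competitor peptide PRC23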
SR-BI DiI-HDL act = activators of SR-BI mediated DiI-HDL uptake, primary screen, ldlA[mSR-BI] CHO cells, DiI fluorescence | 3 h; 100 = double the neutral-control signal | activation, % at 12.5 µM | 320,000 compounds, 0.096% hits;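 active = mean replicate activation of at least 60% and every replicate at or above 60%; inconclusive = mean or all-replicate condition met, but not both; inactive = mean below 60% and not all replicates reaching 60%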;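 note: 0% = median plate neutral-control signal and 100% = twice that signal; values of inactives mirror those of a sister screen read the other way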
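System: LDL receptor-deficient CHO ldlA cells overexpressing murine SR-BI | Timing: 3 h uptake period with compound, 37 °C | Medium: HEPES-buffered (25 mM, pH 7.4) F12 plus 0.5% BSA | Dosing: Single-point compound dose | Signal: Bottom-read fluorescence, 550/595 nm | Read-out: Retained DiI signal reflecting DiI-HDL uptake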
An asterisk follows results filed as active; u = inconclusive; x = no result given.

SMILES	NSD2 inh	dFosB act	PvdQ acylase	Rtt109 Vps75	MITF TRPM1 HTS	CAL PDZ FP-1	PfHsp90 set2	SR-BI DiI inh	CAL PDZ FP-2	SR-BI DiI-HDL act
Cc1cc(C)cc(C(=O)NCC(=O)NCCc2c[nH]c3ccccc23)c1	6	7	15	3	-21	-2.8	-11	11	-3	-11
CCOC(=O)C1=C(C)n2c(s/c(=C/c3cccc([N+](=O)[O-])c3)c2=O)=NC1c1ccc(O)c(OC)c1 (configuration not stated)	1	2	0	6	-2	-1.4	-5	-11	5	11
CCOC(=O)c1c(/N=C/C2C(=O)CC(C)(C)CC2=O)sc2c1CCCC2	-2	2	-6	-10	1	-0.6	5	19	79*	-19
Cc1ccc2cc(CCNC(=O)C(=O)c3c(C)[nH]c4ccccc34)c(=O)[nH]c2c1	1	-12	-15	4	-9	-3.0	x	21	-6	-21
COc1ccccc1C1CCN(C(=O)C2CCCCC2)CC1	-3	-6	u	2	-11	-0.7	-2	x	2	x
O=C(Cc1ccc(NC(=O)C2CCN(C(=O)c3ccccc3)CC2)cc1)Nc1cccc(C(=O)N2CCCC2)c1	x	-3	-5	-5	-1	0.3	-4	0	0	0
Cc1ccc(S(=O)(=O)N2CCC(C(=O)N[C@@H](C)C(=O)NCCc3ccccc3)CC2)cc1	-4	-3	11	-5	x	-2.0	-39	41	1	-41
C=CCc1c(C)nc(SC)nc1Nc1ccccc1	x	7	9	9	x	-2.0	x	15	4	-15
CC(C)NC(=O)C(=O)NCCc1ccc(Cl)cc1	-2	-4	6	-8	12	-0.8	-4	13	x	-13
CC12CCC(C(=O)Nc3cccc4ccccc34)(C1Br)C2(C)C (configuration not stated)	0	-4	2	-2	-18	0.1	15	15	-5	-15
O=[N+]([O-])c1ccccc1/C=C/CN1CCC(O)CC1	2	6	8	0	x	0.9	3	-29	-2	29
CC1CCC(NC(=O)C(C)N2C(=O)C3CCCCC3C2=O)CC1 (configuration not stated)	-2	1	-18	-7	18	-1.6	27	16	-3	-16
CCCn1c(N2CCN(CC(=O)c3c(C)n(C)c4ccccc34)CC2)nc2c1c(=O)[nH]c(=O)n2C	3	-6	1	3	-6	0.8	13	43	-6	-43
CCOc1ccc(C2CC(c3cccc(OC)c3OC)n3nnnc3N2)cc1Cl (configuration not stated)	1	-17	-5	-11	0	-0.7	23	x	-4	x
CCC(c1nnc(SCC(=O)Nc2cccc(S(N)(=O)=O)c2)n1Cc1ccccc1)N(C)C (configuration not stated)	-1	-6	-5	14	-6	-2.9	1	x	1	x
CN1CCN(Cc2nnc(-c3ccccc3)o2)CC1	-3	0	-15	x	-11	-0.1	-10	-44	3	44
CCOC(=O)c1cccc(NC(=O)C(NS(=O)(=O)c2ccc3c(c2)CCN3C(C)=O)C(C)C)c1 (configuration not stated)	3	1	-3	x	-1	-1.3	2	11	-5	-11
CCSc1nnc2c(n1)OC(c1ccc(C(=O)O)cc1)N(C(C)=O)c1ccccc1-2 (configuration not stated)	x	0	-3	-10	-6	0.2	-1	-4	4	4
Cc1cccc(NC(=O)CSc2ncnc3sc(C)cc23)c1	x	-17	1	2	10	-2.7	-6	x	-7	x
CCN1C[C@@H]2[C@@H]3C(=O)N(Cc4ccccc4)C(=O)[C@@H]3[C@](C)(C1=O)N2C(=O)c1ccc(C(C)(C)C)cc1	x	-20	-13	3	-9	-0.5	-9	-30	-1	30
CC(=O)NC1CC2CCCC(C1)N2C(=O)Nc1cccc(C)c1 (configuration not stated)	-2	1	7	10	x	0.4	-8	-26	1	26
COc1ccc(/C=C/C(=O)c2cc(Cl)ccc2O)c(OC)c1	-3	-3	-2	-11	31	-2.8	-8	x	1	x
O=C(NC1CCCC1)C(=O)N(c1ccccc1F)C(C(=O)NCC1CCCO1)c1cccs1 (configuration not stated)	2	-6	-14	1	0	-1.7	0	-22	-4	22
CCN(CC)S(=O)(=O)c1ccc(N2CCOCC2)c(NC(=O)c2ccco2)c1	1	-3	-1	1	1	0.3	-13	-1	-3	1
O=C(NCCc1ccccc1Cl)C1CCC(=O)N(Cc2cccc(C(F)(F)F)c2)C1 (configuration not stated)	-1	-12	-2	-2	-13	-2.3	-6	-33	2	33
Cc1ccc(-n2nc(C(=O)O)nc2-c2ccccc2)cc1	0	4	-17	1	13	-2.7	-4	x	2	x
CCn1c(SCC(=O)Nc2ccc(N3CCOCC3)cc2)nnc1-c1ccncc1	10	-9	-8	0	-9	-1.9	2	6	-3	-6
O=C(CCN1C(=O)COc2ccccc21)NCc1cccnc1	3	-9	-12	-1	-4	-1.6	-3	-25	-4	25
Cc1cccc(-n2c(SCC(N)=O)nnc2-c2ccccn2)c1C	2	-1	-5	-23	2	0.2	7	-15	x	15
Cc1nc2ccc(NC(=O)CCC3CCCC3)cc2s1	-2	-10	-12	6	73	-3.4	-1	-5	0	5
Cc1ccc(C(=O)Nc2ccc(S(=O)(=O)NCc3ccco3)cc2)cc1	-1	6	-8	15	24	-0.3	x	54	x	-54
COc1ccccc1CNC(=O)CCCNS(=O)(=O)c1cccc2nsnc12	5	-3	1	x	x	-3.9	22	26	-4	-26
Cc1nc2ccccc2cc1C(=O)N/N=C/c1ccco1	3	-3	2	2	-1	-2.7	2	-8	-3	8
CC(=O)c1cccc(OCC(=O)N(C)CC(=O)NCc2ccco2)c1	6	-4	-14	-3	-3	-2.1	8	-2	-2	2
Cc1nc2nc[nH]n2c(=O)c1C/C=C/c1ccccc1	-4	-5	-13	0	-7	-1.2	2	3	3	-3
COc1cc2c(cc1OC)C(NC(=O)c1ccc(C)cc1)CC2=O (configuration not stated)	0	-9	-12	-4	-5	x	1	-1	-3	1
CC(=O)Nc1ccc(Nc2cc(N(C)C)c3nonc3c2[N+](=O)[O-])cc1	0	3	-10	x	-4	0.3	2	-19	-6	19
CCOc1ccc(N2C(=O)CC(N(CCc3ccc(OC)c(OC)c3)C(=O)/C=C/C(=O)O)C2=O)cc1 (configuration not stated)	-4	0	6	7	2	-1.9	-31	-22	0	22
CCS(=O)(=O)N1Cc2ccccc2CC1C(=O)Nc1ccc(OC)cc1OC (configuration not stated)	-4	1	-9	1	7	-1.2	-1	15	-7	-15
O=C1C(Cc2ccccc2)Nc2ncnc(N3CCCCC3)c2N1Cc1ccc(Br)cc1 (configuration not stated)	x	-1	10	4	8	-1.8	-10	-15	0	15
O=C(COC(=O)CNC(=O)c1ccccc1F)Nc1ccc2c(c1)OCO2	-2	-3	-18	0	3	-1.6	x	-15	x	15
O=C(Cc1cccs1)NCc1cccc(C(F)(F)F)c1	-3	3	3	x	47	-3.5	0	9	4	-9
O=C(C1CCCN(Cc2nc(-c3cccs3)no2)C1)N1CCOCC1 (configuration not stated)	8	-2	-5	-10	-5	-3.0	-44	x	0	x
CC[C@@]1(C(=O)OC)N[C@H](CN(C)C(=O)c2ccc(C)cc2)[C@@H]2C(=O)N(C)C(=O)[C@@H]21	x	-8	-11	1	8	-3.8	-1	-18	2	18
O=C(NC(=S)Nc1ccc(CN2CCOCC2)cc1)c1ccccc1[N+](=O)[O-]	3	-13	-11	0	8	-1.6	0	-1	7	1
CCN(CC)CCNC(=O)/C(=C/c1cn(CC)c2ccccc12)NC(=O)c1cc(OC)c(OC)c(OC)c1	7	-11	2	1	20	-2.2	0	-10	-3	10
O=C(Nc1ccc2c(c1)CCC2)c1cnc(Cl)c(Cl)c1	x	-2	-11	-7	56	-0.1	5	39	2	-39
CCN(CC)c1ccc(/C=N/N2CCN(Cc3cccc4ccccc34)CC2)c(O)c1	-1	-1	-6	-12	-1	-0.6	16	68	x	-68
Cc1nc(CC(=O)NNS(=O)(=O)c2cccc(Cl)c2Cl)cs1	2	12	11	12	-3	0.0	-2	-15	0	15
Oc1ccccc1N1CCN(Cc2ncc(-c3ccccc3)o2)CC1	-3	-12	-8	2	-8	-2.2	53	7	-3	-7
Cc1cccc(NC(=S)N(CCCN2CCCC2)Cc2cccn2Cc2ccc(Cl)cc2)c1	3	8	-17	-20	-9	-4.0	11	-14	0	14
Nc1nc(Nc2ccccc2)nc(NCc2ccco2)c1[N+](=O)[O-]	12	27*	3	11	-9	-0.3	-31	25	-4	-25
O=[N+]([O-])c1ccc(Cl)c(C[n+]2cccc3ccccc32)c1	-1	5	-7	-1	x	-0.4	2	13	0	-13
COc1ccc(NC(=O)CN2C(=O)C(c3ccccc3)=NC23CCCCCC3)cc1	2	-10	-11	-1	1	-1.7	-11	13	-4	-13
O=C1CSC(c2cccnc2)N1CCc1ccccn1 (configuration not stated)	4	2	-2	-15	-6	1.2	-11	-14	-5	14
COC(=O)c1cc(C(=O)OC)cc(N2C(=O)CC(NNC(=O)c3ccc(C)cc3)C2=O)c1 (configuration not stated)	0	0	3	0	4	-1.2	63	-13	-3	13
O=C(NCC1(N2CCCCC2)CCCCC1)C1CC(=O)N(c2ccc3c(c2)OCCO3)C1 (configuration not stated)	x	-1	-16	-5	3	-1.7	-17	5	-6	-5
COc1ccc(-c2nc(CS(=O)CC(=O)NCc3cccnc3)c(C)o2)cc1 (configuration not stated)	x	-5	-7	-5	-7	0.4	5	-5	8	5

Assay outcomes deposited in PubChem by Broad Institute.
